Source: PubChem
EP2 antag: EP2 receptor (human) inhibition; P43116; C6 glioma cells expressing human EP2, cAMP TR-FRET; cells stimulated with saturating PGE2; inhibition, % at 25 µM; hit rate 0.52% among 260,000; AID 1422;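 active = percent inhibition above 40 after rounding to a whole number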;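 note: rat C6 glioma host cells with rolipram phosphodiesterase inhibitor present; the protocol text gives 20 µM as final concentration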
Target sequence (P43116 whole entry, looked up): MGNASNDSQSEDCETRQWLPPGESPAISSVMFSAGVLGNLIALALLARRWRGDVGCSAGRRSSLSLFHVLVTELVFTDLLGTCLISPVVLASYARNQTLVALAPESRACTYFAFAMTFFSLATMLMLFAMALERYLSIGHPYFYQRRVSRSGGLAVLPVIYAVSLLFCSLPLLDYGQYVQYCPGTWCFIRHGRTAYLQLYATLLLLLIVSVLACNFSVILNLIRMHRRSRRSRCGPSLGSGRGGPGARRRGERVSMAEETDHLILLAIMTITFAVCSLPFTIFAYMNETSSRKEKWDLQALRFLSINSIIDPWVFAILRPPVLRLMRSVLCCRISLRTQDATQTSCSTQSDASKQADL
Numbers without * were called inactive. This is a subset; count on the stated rates, not on these rows.

| SMILES | EP2 antag |
| --- | --- |
| COc1ccc(OC)c(C(=O)CSc2nnc(COc3ccc(Cl)c(C)c3)o2)c1 | 13 |
| Cc1ccc2[nH]c(=O)c(CN(Cc3ccccc3)Cc3nnnn3Cc3ccco3)cc2c1 | 10 |
| O=C(CN1C(=O)CSC1=O)Nc1cccc(Cl)c1 | 17 |
| CCC(=O)Nc1nnc(Cc2ccc(Cl)cc2Cl)s1 | 10 |
| COc1cc(OC)c(-c2nc3cnccn3c2NCc2ccco2)cc1OC | 11 |
| CCCc1ncc(CN2CCc3cc(OC)c(OC)cc3C2c2ccccc2)cn1 (stereo unspecified) | 1 |
| C#CCOc1ccc(C2Nc3ccccc3C(=O)N2c2ccc(OC)cc2)cc1OC (stereo unspecified) | 14 |
| Cn1c(=O)c2ccccc2n(Cc2ccccc2Cl)c1=O | 7 |
| CCC(=O)N(Cc1ccccc1)Cc1cc2cc(OC)c(OC)cc2[nH]c1=O | 9 |
| C[n+]1ccccc1S(=O)(=O)[O-] | 9 |
| CC(C)(CO)NC(=O)c1cc(S(=O)(=O)N2CCOCC2)ccc1Cl | 15 |
| COCCn1c(SCC(C)=O)nc2c1c(=O)[nH]c(=O)n2C | 6 |
| NC(=O)c1c(NC(=O)CN(C(=O)c2cccs2)C2CCCCC2)sc2c1CCCC2 | 8 |
| Oc1ccc(-c2nc3ccc(Cl)cn3c2NCC2CCCO2)cc1 (stereo unspecified) | 12 |
| COc1ccc(NC(=O)c2ccco2)cc1NC(=O)c1cc(Cl)ccc1OC | 9 |
| CCOC(=O)C1C2C=CC(CC2)N1c1ccccc1 (stereo unspecified) | 14 |
| CC(=O)c1ccc(S(=O)(=O)N2CCCC(C)C2)cc1 (stereo unspecified) | 11 |
| Cc1nc2c(c(=O)[nH]1)CCN(Cc1coc3ccccc3c1=O)C2 | 3 |
| Cc1cc2cc(C#N)c(NCCNC(=O)Cc3cccs3)nc2cc1C | 12 |
| O=c1cc(-c2ccccc2)oc2c(O)c(O)ccc12 | 24 |
| Cc1ccc(-c2nnn(CC(=O)N(CC(=O)NC3CCCCC3)c3ccc(F)cc3)n2)o1 | 11 |
| O=C(CSc1nc(-c2ccco2)cc(C(F)(F)F)n1)N1CCCC1 | 10 |
| O=C(O)CCN1N=C(c2ccccc2)Cn2c(cc3sccc32)C1=O | 8 |
| O=C(c1ccc(NC(=O)C23CC4CC(CC(C4)C2)C3)cc1)N1CCOCC1 | 4 |
| CN(C)/N=N/c1nc[nH]c1C(N)=O | 9 |
| O=C(CNC(=O)c1ccco1)NCC(=O)OCc1ccccc1 | 8 |
| COCCNC(=S)N(Cc1ccc(OC)cc1)Cc1cc2cc(C)cc(C)c2[nH]c1=O | 8 |
| C=Cn1ncc(CN2CCC(O)(c3ccccc3C)CC2)c1C | 6 |
| NC(=O)C1CCN(C(=O)Cn2ncc3cccn3c2=O)CC1 | 12 |
| CNC(=O)C(=O)NCCN1CCOCC1 | 30 |
| O=C1NC(=O)C(=Cc2cn(CCOc3ccc(F)cc3)c3ccccc23)C(=O)N1 | 11 |
| COc1ccc(N2CC(C(=O)OC(CCCl)C(=O)c3ccc(F)cc3)CC2=O)cc1 (stereo unspecified) | 14 |
| O=C(O)c1cc(C(=O)O)cc(N2C(=O)c3ccccc3C2=O)c1 | 8 |
| Cc1cc(C)n(-c2cccc(CN(C)CCN3CCCCC3)c2)n1 | 9 |
| CCn1c(COc2ccccc2OC)n[nH]c1=S | 17 |
| CCN(CC)CCCNCC(=O)Nc1ncc(C)s1 | 12 |
| O=C(CN1CCC(C(=O)c2ccc3c(c2)OCCO3)CC1)Nc1ccc(Br)cc1 | 19 |
| Cc1ccc(S(=O)(=O)NCCNCc2cccs2)cc1 | 14 |
| O=C1NC2(CCN(C(=O)c3cccnc3)CC2)Nc2ccccc21 | 8 |
| Cc1ccc(N(Cc2ccccc2)Cc2ccccc2)cc1 | 10 |

Part of the list above, as labelled records.
> CCN(CC)CCCNCC(=O)Nc1ncc(C)s1
  EP2 antag: 12
> O=C(CN1CCC(C(=O)c2ccc3c(c2)OCCO3)CC1)Nc1ccc(Br)cc1
  EP2 antag: 19
> Cc1ccc(S(=O)(=O)NCCNCc2cccs2)cc1
  EP2 antag: 14

Returning to the listing, starting 7 compounds before the break.
| SMILES | EP2 antag |
| --- | --- |
| Cc1cc(C)n(-c2cccc(CN(C)CCN3CCCCC3)c2)n1 | 9 |
| CCn1c(COc2ccccc2OC)n[nH]c1=S | 17 |
| CCN(CC)CCCNCC(=O)Nc1ncc(C)s1 | 12 |
| O=C(CN1CCC(C(=O)c2ccc3c(c2)OCCO3)CC1)Nc1ccc(Br)cc1 | 19 |
| Cc1ccc(S(=O)(=O)NCCNCc2cccs2)cc1 | 14 |
| O=C1NC2(CCN(C(=O)c3cccnc3)CC2)Nc2ccccc21 | 8 |
| Cc1ccc(N(Cc2ccccc2)Cc2ccccc2)cc1 | 10 |
| Cc1ccc(-c2cc(N)c(=O)n(C(C)C(=O)NCC3CCCCC3)n2)o1 (stereo unspecified) | 9 |
| C=C[C@@](C)(O)CCC1C(=C)C[C@H](O)C2C(C)(C)CCCC12C (stereo partly specified) | 10 |
| COc1ccc(NC(=O)N(CCc2cccc(C)c2)Cc2cc3c(C)ccc(C)c3[nH]c2=O)cc1 | 13 |
| Nc1cc(-c2cccs2)nn(Cc2c(Cl)cccc2Cl)c1=O | 4 |
| CC1=C(C(=O)OC(C)C)C(c2ccc(Cl)c(Cl)c2)C2=C(CC(C)(C)CC2=O)N1 (stereo unspecified) | 11 |
| O=C(O)/C(=C/c1c(C(=O)O)[nH]c2cc(Cl)cc(Cl)c12)c1ccccc1 | 12 |
| Cc1ccc2[nH]c(=O)c(C(c3nnnn3Cc3ccccc3)N3CCN4CCCC4C3)cc2c1 (stereo unspecified) | 10 |
| COCCCn1c(SCC(=O)Nc2cc(OC)ccc2OC)nnc1-c1ccoc1C | 7 |
| CC(Nc1nc(-c2ccc(F)cc2)cs1)c1nc2cc(Cl)c(Cl)cc2n1CCCO (stereo unspecified) | 5 |
| Cc1nc2ccccc2c(=O)n1-c1nc2ccccc2n1C | 13 |
| CCN1CCCC1CN(Cc1ccccn1)Cc1nccn1C (stereo unspecified) | 9 |
| COc1ccc(OC)c([C@@H]2CN(Cc3ccccc3)C[C@H]2NC(=O)c2ccccn2)c1 | 3 |
| Cc1cccc2cc(CN(Cc3ccco3)C(=S)Nc3ccccc3)c(=O)[nH]c12 | 3 |
| Cc1noc(C)c1C(=O)N[C@H](C)Cn1nnc2ccccc21 | 8 |
| CCc1ccc2[nH]c(=O)c(CN(CCN(C)C)C(=O)Nc3ccccc3F)cc2c1 | 12 |
| CCn1c(SCC(=O)N2CCOCC2)nnc1-c1ccc(S(=O)(=O)N2CCOCC2)cc1 | 12 |
| COCCNC(=O)c1c(NC(=O)c2ccccc2)sc2c1CCCC2 | 14 |
| CCc1cccc(CC)c1NC(=O)CN1CCC(c2nc3ccccc3s2)CC1 | 7 |
| CC(C)NC(=O)C1CCN(C(=O)c2ccc(Cl)cc2Cl)CC1 | 7 |
| CCc1cc(C(=O)c2cccs2)c(NC(=O)CN2CCOCC2)s1 | 16 |
| CC(=O)Nc1ccc(-n2nnnc2SCC(=O)NNC(=O)C2CCCCC2)cc1 | 11 |
| C[C@@]12CC[C@H]3c4ccc(O)cc4CC[C@@H]3[C@H]1CC[C@H]2OP(=O)(O)O | 37 |
| O=C(CSc1nnc(NC(=O)C2CC2)s1)Nc1ccccc1F | 15 |
| CC(=O)Nc1ccc(NC(=O)CSc2nnc(COc3ccc(C)cc3)n2C)cc1 | 7 |
| Cc1ccc2cc(CN(C(=O)c3cnccn3)C3CCCCC3)c(=O)[nH]c2c1 | 19 |
| CC(N)=NCCCC[C@@H](N)C(=O)O | 9 |
| O=C(CSc1ccc(-c2nc3ccccc3[nH]2)cn1)Nc1cccc(F)c1 | 49* |
| O=C(c1ncoc1-c1ccccc1F)N1CCN(Cc2ccc3c(c2)OCO3)CC1 | 6 |
| O=C(NCc1ccccc1)C(c1ccccn1)N(C(=O)c1csnn1)C1CCCC1 (stereo unspecified) | 17 |
| O=C(Nn1c(C2CCC2)nc2ccccc2c1=O)c1ccccc1 | 10 |
| C=CCNC(=O)CSc1nnc(-c2ccoc2C)n1-c1ccc(F)cc1 | 17 |
| O=C(O)c1nnsc1-c1csnn1 | 8 |
| CC1(C)C(=O)[C@@H]2C[C@@]3(O)C4=CC(=O)O[C@@H](c5ccoc5)[C@]4(C)CCC3C(C)(C2=O)[C@H]1CC(=O)O (stereo partly specified) | 9 |
| CCOc1ccc2[nH]c(=O)c(C(c3nnnn3CCOC)N3CCN(CC)CC3)cc2c1 (stereo unspecified) | 15 |
| COc1ccccc1OCC(=O)Nc1ccc(S(=O)(=O)N2CCC(C)CC2)cc1 | 6 |
| N#Cc1cc2cc3c(cc2nc1SCC(=O)NC1CCCCC1)OCCO3 | 28 |
| Cc1ccc(NC(=O)c2cc3n(n2)C(C(F)(F)F)CC(c2ccco2)N3)cc1F (stereo unspecified) | 17 |
| O=C(NC1CCCC1)C(c1ccccc1F)N(Cc1ccco1)C(=O)Cc1cccs1 (stereo unspecified) | 9 |
| CCC(C)c1ccc(N(CC(=O)NC(C)(C)C)C(=O)CNC(=O)c2cccs2)cc1 (stereo unspecified) | 8 |
| COc1ccc(Cl)cc1NC(=O)CSc1nnc2c3c4c(sc3nc(C)n12)CCCC4 | 23 |
| N#Cc1c(NC(=O)c2cc3nc(-c4ccco4)cc(C(F)(F)F)n3n2)sc2c1CCC2 | 8 |
| Cc1ccc(C2(NCc3ccnc(N4CCCC4)n3)CC2)cc1 | 7 |
| COc1ccc(OC)c(NC(=O)c2cc3c(C)nn(-c4ccccc4)c3s2)c1 | 15 |
| O=C(O)[C@H]1CC=CC[C@@H]1C(=O)Nc1cccc(O)c1 | 11 |
| Fc1cnc(Nc2ccc3c(c2)OCO3)nc1Nc1ccc2c(c1)OCO2 | 6 |
| COc1cccc(C2(NC(=O)CCn3cccn3)CCCC2)c1 | 13 |
| CCN1CCc2c(sc(NC(=S)NC(=O)/C=C/c3ccccc3)c2C(N)=O)C1 | 84* |
| CCC(CN1CCN(C)CC1)NC(=O)Cc1sc(C)nc1-c1ccc(F)cc1 (stereo unspecified) | 6 |
| CCC(=O)N(CC1CCCO1)c1nc(-c2ccc(C)cc2)cs1 (stereo unspecified) | 18 |
| CC(C)c1ccccc1NC(=O)COC(=O)c1cccnc1 | 11 |

Shown as labelled records: part of the list above.
Fc1cnc(Nc2ccc3c(c2)OCO3)nc1Nc1ccc2c(c1)OCO2
- EP2 antag: 6

COc1cccc(C2(NC(=O)CCn3cccn3)CCCC2)c1
- EP2 antag: 13

Next part:
| SMILES | EP2 antag |
| --- | --- |
| CCc1nnc(NC(=O)CSc2nc3sc4c(c3c(=O)[nH]2)CCC(C)C4)s1 (stereo unspecified) | 10 |
| CC(=O)N[C@@H](CC(=O)O)C(=O)N[C@@H](CCC(=O)O)C(=O)O | 13 |
| Cc1ccc(S(=O)(=O)Cl)c(C)c1N1CCCC1=O | 3 |
| CCc1nc(N2CCCC2)ncc1C(=O)NC(c1ccccc1)c1cccnc1 (stereo unspecified) | 9 |
| Cc1cc(C)cc(OCC(=O)N2N=C3CCCCC3C2(O)C(F)(F)F)c1 (stereo unspecified) | 8 |
| Cc1ccc2nc(N3C(=O)C(O)=C(C(=O)c4ccco4)C3c3ccc(O)cc3)sc2c1 (stereo unspecified) | 28 |
| N#CC(C#N)=NNc1ccc2cn[nH]c2c1 | 20 |
| Cc1cc(C)c2cc(C#N)c(SCC(N)=O)nc2c1 | 17 |
| CCn1c(CSc2nc(C)cc(C)n2)nnc1SCC(=O)c1ccc(OC)cc1 | 13 |
| COc1cc(NC(=O)c2snc3c(=O)[nH]cnc23)cc(OC)c1OC | 14 |
| Cc1nn(CC(=O)NC2CCCC2)c(=O)c2cc3occc3n12 | 5 |
| CC(C)(C)C(=O)Nc1nnc(-c2cccnc2)s1 | 6 |
| CC(=O)c1cccc(NC(=O)C2CCN(C(=O)c3cccs3)CC2)c1 | 1 |
| CCOC(=O)c1ccc(NC(=O)N2CCC(NC(=O)C34CC5CC(CC(C5)C3)C4)CC2)cc1 | 17 |
| O=C(CSc1nnc2c(n1)[nH]c1ccccc12)Nc1ccccc1Cl | 18 |
| S=c1ccss1 | 9 |
| CC(C)n1c(SCC(=O)Nc2nc(C(C)(C)C)cs2)nc2c1c(=O)n(C)c(=O)n2C | 18 |
| C1N2CN3CN1CN(C2)C3 | 13 |
| Cc1cc(C)cc(NC(=O)CSc2nnc(-c3ccncc3)n2C2CCCCC2)c1 | 13 |
| CC1(C)Oc2ccc(S(=O)(=O)N3CCNC(=O)C3)cc2NC1=O | 10 |
| COCc1nnc(NC(=O)c2ccc(Cl)c(Cl)c2)s1 | 8 |
| COc1ccc2[nH]c(=O)c(-c3noc(C(C)(C)C)n3)cc2c1 | 5 |
| Cc1nc(NC(=O)COc2ccccc2)sc1C(=O)Nc1ccc2c(c1)OCCO2 | 16 |
| COc1cccc(CN2CCN(C(=O)c3ccc(OC)c(OC)c3)CC2)c1 | 10 |
| CCCc1nnc(SCC(=O)Nc2cc(C)on2)n1CC | 13 |
| CCN(CC)C(=O)CSc1nnc(-c2cccc(C)c2)o1 | 10 |
| N=C1C(c2nc3ccccc3c(=O)[nH]2)=C(O)CN1C1CCCCC1 | 9 |
| Cc1cccc(C(=O)Nc2nnc(-c3cccnc3)s2)c1 | 10 |
| COc1cccc(C2(NC(=O)c3cnc(SC)nc3)CCCC2)c1 | 3 |
| O=C(NCc1cccs1)c1cccnc1Nc1ccccc1F | 6 |
| Cc1nc2ccccc2c2nn(CC(=O)Nc3ccccc3-c3ccccc3)c(=O)n12 | 4 |
| O=C(CN1C(=O)[C@H]2CCCN2C(=O)c2ccccc21)NC1CCCC1 | 5 |
| COc1ccc(C2Nc3ccc(C)cc3-c3cc(C)nn32)cc1 (stereo unspecified) | 11 |
| Cc1ccc(C)c2nc3sc(C(=O)N4CCC(C)CC4)c(N)c3cc12 | 14 |
| CCc1ccc(-n2nnnc2SCC(=O)Nc2ccc3c(c2)OCO3)cc1 | 12 |
| COc1ccc(S(=O)(=O)N(CC(=O)NCc2ccco2)c2cccc(Cl)c2)cc1 | 11 |
| c1ccc(-c2nc(C3CCCCC3)c3sccc3n2)cc1 | 3 |
| Cc1cccc(CCNS(=O)(=O)c2ccc(S(=O)(=O)N3CCCCCC3)cc2)c1 | 12 |
